PV pol inh: inhibitors of poliovirus RNA polymerase binding and polymerization. P03300. poliovirus polymerase elongation, fluorescence polarization; stronger effect = lower value. % elongation, % (compound at 16.7 µg/mL). hit rate 0.66% among 150,000. AID 588519; in the data active = % elongation below about 90%; note: some results filed as inactive read as strong as hits
Target sequence (P03300 1749-2209 limits assumed): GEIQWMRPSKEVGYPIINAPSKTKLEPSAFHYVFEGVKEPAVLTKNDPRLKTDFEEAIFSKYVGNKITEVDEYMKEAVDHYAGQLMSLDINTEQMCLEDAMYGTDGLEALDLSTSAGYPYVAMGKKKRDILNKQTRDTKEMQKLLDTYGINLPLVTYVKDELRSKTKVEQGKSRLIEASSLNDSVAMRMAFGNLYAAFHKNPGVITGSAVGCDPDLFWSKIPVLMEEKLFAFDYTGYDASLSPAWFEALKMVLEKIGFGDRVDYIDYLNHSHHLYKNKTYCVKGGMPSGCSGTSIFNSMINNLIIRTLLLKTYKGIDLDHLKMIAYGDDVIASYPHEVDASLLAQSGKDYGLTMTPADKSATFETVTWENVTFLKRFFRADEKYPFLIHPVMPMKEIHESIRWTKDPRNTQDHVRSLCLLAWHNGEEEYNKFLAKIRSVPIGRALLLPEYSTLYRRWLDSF
PV pol inh FP z-score: recorded beside PV pol inh, whose call it bears; z-score; measured here: FP z-score; hits read low
An asterisk follows results filed as active; & = joins results of further samples. An excerpt. The share of hits here may be higher or lower than overall.

entry	SMILES	PV pol inh	PV pol inh FP z-score
1	COc1ccc(CNC(=O)c2cc3cc(C)ccc3n2C)cc1	109	0.6
2	C=CCn1cnnc1SCC(=O)NCC(F)(F)F	106	0.6
3	O=C(CSc1nc2ccccc2n1-c1ccccc1)NC1CCCC1	98	-1.4
4	COc1cc(-c2nnc(COc3ncnc4c(Cl)cc(Cl)cc34)o2)cc(OC)c1OC	114	1.6
5	CCc1cc2c(cc(C(=O)OC)n2Cc2nc(-c3ccc(C)cc3)oc2C)s1	99	-2.3
6	Cc1ccc(Cl)cc1N1CCN(C(=O)CCS(=O)(=O)c2cc(Br)cc3c2N(C(=O)C2CC2)CC3)CC1	107	0.3
7	CCC(=O)Nc1sc2c(c1C(N)=O)CCCC2	99	-0.4
8	CSc1ncc(C(=O)Nc2cc(Cl)ccc2C)c(-c2ccccc2)n1	100	-1.3
9	O=P(CCNCc1cccnc1)(c1ccccc1)c1ccccc1	101	-0.2
10	CCc1ccccc1NC(=O)CN1CCC(NC(=O)NC2CCCCC2)CC1	101	-0.2

Compound profiles, from the list above. Screens in order: PV pol inh | PV pol inh FP z-score
COc1ccc(CNC(=O)c2cc3cc(C)ccc3n2C)cc1 is listed with 109 | 0.6
CSc1ncc(C(=O)Nc2cc(Cl)ccc2C)c(-c2ccccc2)n1 is listed with 100 | -1.3

(more compounds)
entry	SMILES	PV pol inh	PV pol inh FP z-score
11	CO/N=C1\C(C)=C(C#N)C2C1C2(C)C (stereo not given)	98	-0.4
12	Cc1ccc(NC(=O)c2c(Cl)nc3sccn23)c(S(=O)(=O)N2CCCCC2)c1	106	0.2
13	CCCn1c(=C(C#N)C#N)s/c(=C2\C=Cc3ccccc3N2CC)c1=O	107	1.9
14	CCc1ccc(NC(=O)C2CCCN(S(=O)(=O)c3ccc4[nH]c(=O)ccc4c3)C2)cc1 (stereo not given)	110	-0.5
15	CCN(CC)S(=O)(=O)c1cccc(-c2nnc(SC(C)C)n2-c2ccccc2)c1	103	-0.1
16	COc1ccc(-c2cn(-c3ccc(C)cc3)c(S(=O)(=O)CC(=O)Nc3ccc(F)cc3)n2)cc1	101	-1.1
17	CC1(C)CC2CC(C)(CN2/C=C2/CCCCC2=O)C1 (stereo not given)	107	0.5
18	CN(C(=O)CSc1nncc(=O)[nH]1)c1ccccc1	102	0
19	CC(C)n1nccc1NS(=O)(=O)c1ccccc1	100	-0.3
20	Cc1nc2nc(SCC(=O)O)nn2c(C)c1Cc1c(F)cccc1Cl	108	0

Along the list, as entered above:
Nos. 13 to 16 in PV pol inh FP z-score read 1.9, -0.5, -0.1, -1.1
Nos. 13 to 16 in PV pol inh read 107, 110, 103, 101

By substructure, those above with a thiophene ring, fused or not (2)
entry	SMILES	PV pol inh	PV pol inh FP z-score
5	CCc1cc2c(cc(C(=O)OC)n2Cc2nc(-c3ccc(C)cc3)oc2C)s1	99	-2.3
7	CCC(=O)Nc1sc2c(c1C(N)=O)CCCC2	99	-0.4

7 records drawn at random from those above:
entry	SMILES	PV pol inh	PV pol inh FP z-score
6	Cc1ccc(Cl)cc1N1CCN(C(=O)CCS(=O)(=O)c2cc(Br)cc3c2N(C(=O)C2CC2)CC3)CC1	107	0.3
13	CCCn1c(=C(C#N)C#N)s/c(=C2\C=Cc3ccccc3N2CC)c1=O	107	1.9
1	COc1ccc(CNC(=O)c2cc3cc(C)ccc3n2C)cc1	109	0.6
11	CO/N=C1\C(C)=C(C#N)C2C1C2(C)C (stereo not given)	98	-0.4
19	CC(C)n1nccc1NS(=O)(=O)c1ccccc1	100	-0.3
9	O=P(CCNCc1cccnc1)(c1ccccc1)c1ccccc1	101	-0.2
7	CCC(=O)Nc1sc2c(c1C(N)=O)CCCC2	99	-0.4

Remaining list, next part.
entry	SMILES	PV pol inh	PV pol inh FP z-score
21	CSc1nc2ncc(C(=O)c3ccccc3O)cc2c(=O)[nH]1	100	-0.7
22	O=C(COc1ncnc2ccccc12)N(Cc1ccccc1)Cc1ccccc1	102	0
23	Cc1ccsc1CN(C)C(=O)c1cc(S(C)(=O)=O)ccc1Cl	101	-0.2
24	COc1cccc([C@H]2Nc3ccc(S(=O)(=O)Nc4cc(C)ccc4C)cc3[C@H]3C=CC[C@H]32)c1	119	1.3
25	Cc1ccc(-c2nc3n(n2)C(=O)CC(c2ccc(C)cc2)S3)cc1 (stereo not given)	107	-0.6
26	O=C(NCCSc1ccc(Cl)cc1)Nc1ccccc1	100	-1
27	Cc1ccc2nc(-c3ccc(C)o3)c(NC3CCCCC3)n2c1	102	0.2
28	COC(=O)c1c(SC)nc2ccccc2c1OCc1cc(C)ccc1C	109	0.5
29	CCOC(=O)c1oc2ccc(CC/C(C)=N/NC(=O)c3ccc(OC)c(OC)c3)cc2c1C	103	0.2
30	COc1ccc(-c2csc(C3=C(O)CN(C(C)C)C3=N)n2)cc1OC	107	0.5
31	CCCc1cc(NC(C)c2ccccc2)n2c(nc3ccccc32)c1C#N (stereo not given)	104	0.5
32	O=C(/C=C/c1ccco1)OCC(=O)c1ccc(F)cc1	101	0.1
33	Cc1cc(Nc2ccccc2)n(C(=O)c2ccc(N)cc2)n1	101	-0.4
34	CCCCc1nnc(NC(=O)Cn2cnc3ccccc3c2=O)s1	99	-0.1
35	CCCc1ccc(C(=O)O)s1	99	-0.7
36	CCN(c1ccccc1)C1(O)C(=O)c2ccccc2C1=O	98	-1
37	CCOC(=O)c1cccc(NS(=O)(=O)c2cc(-c3cnc(C4CC4)o3)ccc2C)c1	112	1.3
38	CCCCn1c(SCC)nc2sc3c(c2c1=O)CCCC3	105	1
39	CSc1nc2ccccc2n1C(=O)CCN1C(=O)/C(=C/c2cccs2)SC1=S	100	-0.2
40	C#CCn1c(Cc2ccccc2)nc2ccccc21	104	0.8
41	Cn1ccnc1SCC(=O)Nc1ccc2ccccc2c1	99	-0.7
42	O=C(Nc1cccc(C(F)(F)F)c1)Nc1nnc(N2CCCCCC2)s1	105	-0.6
43	Clc1ccc(-c2noc(CCCSc3nnnn3-c3ccccc3)n2)cc1	99	-0.2
44	CC(C)(C)OC(=O)N1CCC(c2c(C(=O)N3CCN(C4CCCCC4)CC3)cnn2-c2cccc(Cl)c2)CC1	102	-0.7
45	O=C(CNCc1ccccn1)NCc1ccc(Cl)cc1	103	-0.1
46	CCOC(=O)C1CCCN(CC(=O)Nc2ccc(C(=O)Nc3ccccc3OC)cc2)C1 (stereo not given)	98	-1.1
47	Cn1cc(NC(=O)N(CCO)Cc2ccccc2)c2ccccc21	102	0.1
48	Cc1ccc(-c2nn(CC(=O)NC3CCCCC3)c3c2cnc2ccccc23)cc1	102	-1
49	CC(C(=O)O)N1c2cccc3cccc(c23)S1(=O)=O (stereo not given)	99	-0.7
50	CCOc1ccc2c(c1)sc1nc(=O)n(-c3ccc(Cl)c(Cl)c3)c(=O)n12	109	1.3
51	CN(C)c1cc2c(cc1NS(=O)(=O)c1ccccc1)n(C)c(=O)n2C	104	0.2
52	COc1ccc(C)c2sc(NC(=O)c3ccc(S(=O)(=O)N4CCCC4)cc3)nc12	109	0.3
53	Cc1cc(C)c2c(CC(=O)Nc3ccc(S(=O)(=O)Nc4ncccn4)cc3)coc2c1	115	0
54	Cc1ccc2onc(CNC(=O)Nc3cc(F)ccc3F)c2c1	113	0.9
55	O=C(NCc1ccccc1Cl)c1cc2ccccn2n1	101	-0.1
56	CCOc1ccc(C(c2nnnn2C(C)C)N2CCN(c3cccc(Cl)c3)CC2)cc1 (stereo not given)	100	-0.4
57	CC1CCC2(C)c3[nH]c4ccccc4c3CCN2C1=O (stereo not given)	102	0
58	Cc1cccc(C(=O)OCC(=O)NC2CCCCCC2)c1O	101	0.2
59	COc1ccc(C(CNC(=O)NCC(c2ccc(OC)cc2)N2CCCCC2)N2CCCCC2)cc1 (stereo not given)	98	-0.5
60	Cc1ccccc1-c1nnc(SCC(=O)N2c3ccccc3Sc3ccccc32)o1	100	-0.4
61	CCn1cc(C2=NOC(C(=O)Nc3cccnc3)C2)c(C)n1 (stereo not given)	99	-1
62	Cc1ccc(NC(=O)C2CCCN(c3nnc(-n4c(C)ccc4C)s3)C2)c(C)c1 (stereo not given)	111	1.4
63	N#CC(C#N)=C(N)C(C#N)Cc1ccc(C#N)cc1 (stereo not given)	101	-0.1
64	CC(C)n1nccc1/N=C1\N=C(N)c2ccccc21	99	-0.8
65	COC(=O)C(CC(=O)Nc1cc(C)ccc1C)Nc1ccccc1OC (stereo not given)	104	0.2
66	COc1ccccc1NC(=O)[C@H](Cc1ccccc1)NC(=O)c1ccco1	105	0.2
67	Cc1cccc(NC(=O)CN2C(=S)NC(C)(C)CC2C)c1C (stereo not given)	100	0.1
68	CCc1nn(CC(=O)NC2CC2)c(=O)c2cc3ccccc3n12	118	2.1
69	CCN(CC)S(=O)(=O)c1cccc(C(=O)Nc2ccccc2C(=O)Nc2ccc(OC)cc2)c1	107	0.5
70	Cc1ccc2nc3n(c(=O)c2c1)CCCc1nn(-c2nc(C)cc(C)n2)c(N)c1-3	104	0.3

Other entries:
entry	SMILES	PV pol inh	PV pol inh FP z-score
71	OC(COc1ccccc1)Cn1cnc2ccccc21 (stereo not given)	104	-0.1
72	Cn1c(=O)c2c(n3c4ccccc4nc13)NC(=O)CC2c1ccccc1F (stereo not given)	99	-0.5
73	COc1ccc(-n2cc(C(=O)N3CCCN(Cc4ccccc4F)C3)c3ccccc3c2=O)cc1	101	-0.2
74	Fc1ccc(-c2cnc(CSc3nnc(-c4ccccc4)n3-c3ccc(F)cc3)o2)cc1	104	0
75	CC(C)Oc1ccc(C(=O)Nc2nnc3n2CCS3)cc1	115	1.7
76	Cc1nc(SCc2ccc(Cl)cc2)c(C#N)c(C)c1Cl	101	-0.4
77	CCOCCCN1C(=O)CN(C2CCCCCC2)C(=O)C1c1ccc(OCC)c(OC)c1 (stereo not given)	105	-0.7
78	Cc1ccc2nc(NCCCN3CCOCC3)c3nncn3c2c1	103	0.5
79	CCC(C)NC(=O)CSc1nc2ccsc2c(=O)n1NC(=O)c1ccccc1 (stereo not given)	101	-0.5
80	COc1ccc(C(=O)Nc2ccc3nc4c(c(Nc5ccc(OC)c(OC)c5)c3c2)CCCC4)c(OC)c1	101	-0.5
81	COC(=O)c1ccc(Cl)c(-c2ccc(/C=N/n3cnnc3)o2)c1	103	0
82	CCc1cccc(C(C)C)c1NC(=O)Nc1ccccc1	103	0
83	CCOC(=O)N1CCN(c2cc3cc(OC)ccc3oc2=O)CC1	101	0.1
84	COc1ccc(N2CCN(C(=O)c3cccn4c(=O)c5ccc(Cl)cc5nc34)CC2)cc1	114	2
85	Cc1cccc(C(c2sc3nc(-c4ccco4)nn3c2O)N2CCOCC2)c1 (stereo not given)	107	0.2
86	COc1ccc2c(c1)c(CC(=O)OCC(=O)O)c(C)n2C(=O)c1ccc(Cl)cc1	100&99	0.2&-0.1
87	Cc1cccc(N(CC(N)=O)C2SC(=O)N(c3ccccc3)C2=O)c1 (stereo not given)	102	0
88	COc1ccc(NC(=O)c2cncc(NS(=O)(=O)c3ccc(C)cc3)c2)cc1OC	102	0.2
89	Cc1ccc(NC(C)C(=O)N/N=C/c2ccc(N(C)C)cc2)cc1 (stereo not given)	102	0.1
90	CC(=O)Nc1ccc(NS(=O)(=O)c2ccc(Cl)s2)cc1	105	0.2
91	COc1ccc(CC(=O)N(C)C)cc1	104	0
92	COc1cccc(CNC(=O)C2CCCN(S(=O)(=O)N(C)c3ccc(F)cc3)C2)c1OC (stereo not given)	107	-0.1
93	CCN(CCC#N)C(=S)Nc1cc(C(F)(F)F)cc(C(F)(F)F)c1	108	0.8
94	CC(C)Cn1c(=O)c2sccc2n2c(CCCC(=O)O)nnc12	101	0
95	Cc1cccc(NC(=O)c2sc3nc4c(cc3c2N)CCCCCC4)c1C	111	0.1
96	O=C1C2CCN(CC2)C12CC2c1ccc(C(F)(F)F)cc1 (stereo not given)	102	0.1
97	Cn1c(=O)oc2cc(S(=O)(=O)N3CCc4ccccc43)ccc21	100	-0.6
98	OCCN(CCO)c1ncnc2c1cnn2-c1ccc(F)cc1	102	-0.8
99	COc1ccc(Cn2c(CO)cnc2SCc2ccccc2)cc1	103	-0.8
100	O=C(Nc1ccccc1)N1CCN(C(=O)C2CCCO2)CC1 (stereo not given)	101	0.3
101	COc1ccc(NC(C)=O)cc1NC(=O)c1c(-n2cccc2)sc(C)c1C	105	0.3
102	CCc1ccc(S(=O)(=O)c2nnn3c2nc(N2CCCC2)c2sccc23)cc1	111	0.6
103	CN(c1ccc(F)cc1)S(=O)(=O)N1CCCC(C(=O)NCc2cccc(Br)c2)C1 (stereo not given)	111	0.6
104	Cc1cc2nc(Nc3ncc4c(n3)CC(c3ccco3)CC4=O)nc(C)c2cc1C (stereo not given)	102	0.3
105	CC1CCCN(C(=O)c2ccc(Cl)c(S(=O)(=O)N3CCCCCC3)c2)C1 (stereo not given)	102	0.1
106	COc1ccc(CNC(=O)CN2C(=O)CC(c3ccc(C)c(C)c3)=Nc3ccccc32)cc1	105	-0.2
107	CCN(CC)CCCNc1ncnc2c1cnn2-c1ccc(C)c(C)c1	102	-0.8
108	COc1cccc(NC(=O)N2CCN(c3nnnn3-c3ccccc3)CC2)c1	102	-0.1
109	CCOC(=O)C1CCCN(C(=O)CSc2ccccc2Cl)C1 (stereo not given)	100	-0.5
110	Cc1ccc(NCC2OCc3ccccc3CO2)cc1	100	-0.5
111	CN(C)C(CNC(=S)Nc1ccccc1)c1cccnc1 (stereo not given)	101	-0.5
112	O=C1CC(c2ccccc2Cl)Cc2c1cnn2-c1nc2ccccc2s1 (stereo not given)	100	-0.4
113	O=C1CC(N2CCOCC2)C(=O)N1C1CCCC1 (stereo not given)	101	-0.3
114	COc1ccc(CSc2nc(C)cc(=O)[nH]2)cc1Br	100	0
115	Cc1nn(Cc2ccccc2)c(C)c1C(=O)OCC(=O)Nc1ccccc1SCC#N	110	0.9
116	CCCn1c(C)cc(C(=O)COn2nnc3ccc(C(=O)OC)cc32)c1C	106	0.5
117	CN(C)C(=O)CN1CCNCC1	107	0.8
